Assay outcomes from PubChem.
Anesthetic bind – binds horse apoferritin like a general anesthetic | P02791 | apoferritin/1-aminoanthracene competitive binding, fluorescence | actives 0.074% (n = 350,000) | Potency, µM (highest dose often 77.5 µM), for the others: at the top dose activity change, negative = displacement, hits mostly inhibitors; further: potency means the concentration at half of the fitted maximal effect; on the % scale 0 is the no-effect control and ±100 the full control effect; nearly all actives have a fitted effect of over 20% in size
Target sequence (P02791 2-175 limits assumed): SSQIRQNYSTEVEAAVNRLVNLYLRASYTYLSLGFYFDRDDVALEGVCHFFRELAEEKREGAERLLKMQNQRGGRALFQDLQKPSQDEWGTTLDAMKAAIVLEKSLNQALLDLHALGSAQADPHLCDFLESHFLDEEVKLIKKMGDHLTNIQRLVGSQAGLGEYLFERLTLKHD
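Steps: apoferritin (10 uM) was premixed with half-saturated 1-AMA in PBS, compounds were pin-transferred, plates stood 10 min at room temperature, fluorescence was read at 380/535 nm, and curves were fitted with a Hill equation.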
POLB inh – inhibitors of human DNA polymerase beta. P06746. Pol beta primer extension/strand displacement, fluorescence kinetic. Potency, µM (titrated, usually from 114 µM), for inactives: at the highest dose activity change, negative = inhibition, hits mostly inhibitors. actives 1.3% (n = 340,000); further: potency means the concentration at half of the fitted maximal effect; on the % scale 0 is the no-effect control and ±100 the full control effect
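Homogeneous kinetic assay of primer extension and strand displacement by 10 nM Pol beta, preincubated 15 min at room temperature with compound before 50 nM substrate (final) was added. Read at 0 and 10 min; four-parameter Hill fit.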
GRP78 ERSR act – ER stress response induction in glioma. AID 602332. U87-MG GRP78 promoter luciferase reporter, 16 h. actives 0.02% (n = 420,000). Potency, µM, without a hit: at the top dose activation, most hits filed as activators; further: potency means the concentration at half of the fitted maximal effect; series mostly up to about 76 µM; % of control where 0% means no effect; nearly all actives have a fitted effect of over 35% in size
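Stably transfected U87-MG human glioma cells carrying a GRP78-based luminescent sensor were seeded at 1000 cells/well, pin-dosed with compounds and incubated 16 h. Luciferase reagent was then added, and end-point luminescence was read after 10 min at room temperature.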
POLH inh – blocks human DNA polymerase eta activity | recombinant Pol eta, fluorescent DNA replication assay | actives 1.2% (n = 390,000) | Q9Y253 | Potency, µM (series often up to 114 µM), for inactives: at the top dose activity change, negative = inhibition, actives largely listed as inhibitors; further: potency means the concentration at half of the fitted maximal effect; on the % scale 0 is the no-effect control and ±100 the full control effect
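Pol eta (10 nM) was preincubated with compounds for 15 min at room temperature, after which fluorescent replication substrate (50 nM final) was added to start the reaction. Fluorescence was read kinetically at 0 and 10 min.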
POLK inh – blocks human DNA polymerase kappa activity. Potency, µM (highest dose often 107 µM), without a hit: top-dose activity, negative = inhibition, hits mostly inhibitors. actives 0.53% (n = 400,000). Q9UBT6. purified Pol kappa, fluorescent DNA synthesis assay, 10 min; further: potency means the concentration at half of the fitted maximal effect; on the % scale 0 is the no-effect control and ±100 the full control effect
Target sequence (Q9UBT6 whole entry, looked up): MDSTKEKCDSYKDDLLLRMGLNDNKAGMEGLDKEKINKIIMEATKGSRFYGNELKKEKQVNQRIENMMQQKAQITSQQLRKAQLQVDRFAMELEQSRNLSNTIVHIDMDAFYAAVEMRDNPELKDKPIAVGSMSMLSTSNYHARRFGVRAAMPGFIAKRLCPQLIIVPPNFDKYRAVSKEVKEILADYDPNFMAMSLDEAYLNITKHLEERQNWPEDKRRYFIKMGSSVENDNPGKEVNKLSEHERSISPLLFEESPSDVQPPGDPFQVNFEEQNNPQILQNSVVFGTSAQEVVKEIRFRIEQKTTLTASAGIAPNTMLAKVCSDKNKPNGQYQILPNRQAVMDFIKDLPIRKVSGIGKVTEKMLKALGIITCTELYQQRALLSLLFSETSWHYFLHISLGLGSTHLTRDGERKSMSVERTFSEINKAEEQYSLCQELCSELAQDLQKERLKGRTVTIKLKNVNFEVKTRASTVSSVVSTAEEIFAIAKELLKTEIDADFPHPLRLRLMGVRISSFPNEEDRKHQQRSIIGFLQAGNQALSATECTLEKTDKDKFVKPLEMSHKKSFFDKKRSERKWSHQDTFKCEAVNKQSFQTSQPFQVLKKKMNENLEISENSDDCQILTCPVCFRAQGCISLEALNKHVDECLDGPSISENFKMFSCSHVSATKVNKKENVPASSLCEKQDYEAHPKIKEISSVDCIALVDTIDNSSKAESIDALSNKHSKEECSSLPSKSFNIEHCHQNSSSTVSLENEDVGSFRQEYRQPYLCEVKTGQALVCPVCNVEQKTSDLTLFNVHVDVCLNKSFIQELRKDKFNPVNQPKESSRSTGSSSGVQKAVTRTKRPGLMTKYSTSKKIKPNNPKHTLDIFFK
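Kinetic fluorescence screen: compound preincubated 15 min RT with 10 nM enzyme; 50 nM substrate (final) initiates; reads at 0/10 min.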
LDHA inh – inhibitors of human lactate dehydrogenase A | purified LDHA, NADH/diaphorase-resazurin fluorescence; active compounds read low | P00338 | activity change, % (values are at about 110 or 230 µM) | actives 0.15% (n = 480,000) | AID 1347041; in the data active means activity change below about -30%; inconclusive means mostly about -25% to -30%;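 further: plate controls were DMSO wells for no effect and wells without enzyme for full effect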
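Human LDH5 (2 nM) was incubated with 0.06 mM NADH and 0.2 mM pyruvate for 5 min at room temperature in Tris pH 7.4. Remaining NADH was coupled through diaphorase/resazurin, and resorufin fluorescence was read at 0 and 20 min.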
APE1 inh – APE1 (human) endonuclease inhibition. recombinant APE1, TAMRA/BHQ-2 abasic DNA cleavage fluorescence. Potency, µM (titrated, usually from 65.8 µM), for inactives: at the top dose activity change, negative = inhibition, hits mostly inhibitors. AID 2517. actives 0.35% (n = 350,000);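 further: potency means the concentration at half of the fitted maximal effect; plate controls were vehicle for no effect and reference inhibitor for full effect; nearly all actives have a fitted effect of over 55% in size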
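Quantitative HTS: incision of a TAMRA/BHQ-2 double-stranded substrate bearing a tetrahydrofuran abasic site by 0.75 nM APE1 raises fluorescence. Substrate 50 nM final, added after 15 min compound preincubation at room temperature; progress as third-minus-first kinetic read difference.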
POLI inh – DNA polymerase iota (human) inhibition; Q9UNA4; Pol iota fluorescent replication assay, 10 min; Potency, µM (highest dose often 115 µM), without a hit: at the top dose activity, negative = inhibition, hits mostly inhibitors; actives 1% (n = 390,000); further: potency means the concentration at half of the fitted maximal effect
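Pol iota at 10 nM preincubated 15 min with compounds at room temperature; reaction started with fluorescent substrate, 50 nM final. Fluorescence read kinetically at 0 and 10 min; buffer-only wells as negative control.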
BLM helicase inh – inhibitors of human Bloom syndrome helicase BLM. P54132. actives 0.2% (n = 350,000). recombinant BLM DNA unwinding, fluorescence dequenching. Potency, µM (series often up to 56.1 µM), for inactives: at the top dose activity change, negative = inhibition, usual class: inhibitors;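 further: potency means the concentration at half of the fitted maximal effect; plate controls were vehicle for no effect and no enzyme for full effect; nearly all actives have a fitted effect of over 35% in size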
Numbers without * were called inactive; u = inconclusive; x = not tested or not shown; & = joins results of further samples; [ ] = remark or other dose. Unless noted, the call rests on the fitted dose curve; in most records, active means well fitted curve in the direction sought with a large enough effect; inconclusive means small, poorly fitted or top-dose-only effect, or another doubt; inactive means no such curve, though single readings can be large; an effect the other way counts as inactive or inconclusive.

Every second line gives: Anesthetic bind, POLB inh, GRP78 ERSR act, POLH inh, POLK inh, LDHA inh, APE1 inh, POLI inh, BLM helicase inh
- COc1ccc(C(=O)NCc2ccc(N3CCN(C(=O)OC(C)(C)C)CC3)cc2)cc1
  0%, -4%, 4%, -15%, -15%, -1, -4%, 11%, -5%
- Cc1cccc(C)c1NC(=O)CCc1nnc2ccc(N3CCCC3)nn12
  -15%, 3%, -3%, -7%, 5%, -1, 17%, 29%, -1%
- COC(=O)c1ccccc1NC(=S)N(Cc1ccc2c(c1)OCO2)Cc1cc2cccc(C)c2[nH]c1=O
  -1%, 7%, -3%, -9%, -4%, -4, 3%, -10%, -3%
- COC(=O)C(NC(=O)c1ccccc1C)(Nc1ncc(S(=O)(=O)c2ccc([N+](=O)[O-])cc2)s1)C(F)(F)F (stereo unspecified)
  u, 9%, -5%, -12%, -10%, 6, -9%, 20%, -7%
- CCN(CC)CCCNC(=O)c1cc2c(-c3ccc(Cl)cc3)nn(C)c2s1
  -9%, u, u, 21%, -23%, 6, u, u, 198%[activator]
- OC(COc1ccc(OCc2ccccc2)cc1)CN1CCCCC1 (stereo unspecified)
  -12%, -6%, 4%, 0%, -14%, -9, -2%, 3%, 2%
- COc1ccc2nc(NC(=O)c3ccc(F)cc3)sc2c1
  -10%, 17%, 1%, -19%, 4%, -2, 8%, 11%, 1%
- NNc1ccc(S(=O)(=O)N2CCCCC2)cn1
  -11%, 5%, 0%, -1%, 0%, 6, 2%, 12%, -3%
- CCOc1ccc(OCCSc2nnnn2C2CCCCC2)cc1
  1%, 4%, -1%, -27%, -14%, 2, 15%, 22%, -6%
- C(=N/Nc1cc(N2CCOCC2)nc(N2CCOCC2)n1)/c1ccccc1
  6%, 3%, 0%, -11%, -6%, 6, -3%, 22%, -2%
- O/N=C/c1cccn1-c1ccc(O)cc1
  u, 0%, -2%, 7%, -12%, -6, -7%, 1%, 0%
- COc1cccc(C(=O)Nc2nnc(SCC(=O)NC3CCCC3)s2)c1
  -4%, 37%, 0%, -7%, -2%, -10, 3%, 103%[activator], 0%
- COc1ccc(-n2c(SCC(=O)NCc3cccs3)nc3[nH]ncc3c2=O)cc1
  1%, 37%, -2%, -6%, -5%, -10, 11%, -1%, -3%
- O=C(COC(=O)Cc1ccc(Br)cc1)NCc1ccc2c(c1)OCO2
  x, x, -4%, -1%, -13%, -5, 5%, 28%, x
- COCCN(C(=S)Nc1ccccc1OC)C(C)c1cccs1 (stereo unspecified)
  -11%, 27%, -2%, -19%, 6%, 0, 10%, -6%, 0%
- Cc1ccc(C2=NOC(C)(c3nnc(Cc4ccccc4)o3)C2)cc1 (stereo unspecified)
  x, x, -1%, 6%, 0%, -9, x, -1%, x
- COC(=O)c1ccc(NC(=O)CNS(=O)(=O)c2cccs2)cc1
  -16%, 21%, 3%, -3%, -6%, 0, 0%, -8%, 1%
- O=C(CCn1nc(-c2ccccc2)ccc1=O)N1CCCC1
  -1%, 2%, -3%, -20%, -11%, -4, 2%, 170%[activator], 2%
- Cn1c(O)c(C(C#N)=C2N=c3ccccc3=N2)c2ccccc21
  -22%, 32%[activator], 3%, -12%, 0%, -1, -3%, 28%, -7%
- CC(OC(=O)c1ccc(Br)o1)C(=O)Nc1ccc2c(c1)OCCO2 (stereo unspecified)
  x, x, -1%, -14%, 11%, 0, 18%, 25%, x
- COc1ccc(S(=O)(=O)CC2(O)CCN(C(=O)CC(C)C)CC2)cc1
  4%, -8%, 1%, -23%, -6%, -10, 2%, 1%, -7%
- CC(C)N(Cc1nc(-c2ccccc2)no1)C(=O)CN(C)S(=O)(=O)c1ccccc1
  0%, 2%, -5%, -12%, -16%, 1, -2%, -6%, -1%
- Cc1ccc(NC(=O)CCS(=O)(=O)c2ccc(Br)s2)cc1
  0%, 2%, 5%, -13%, -7%, -4, -2%[12.4 µM], 158%[activator], -6%
- C/C(CC(C)(C)C1CCCCC1)=N\NC(N)=S
  u, 0%, -1%, -12%, -6%, -5, -2%, 7%, -4%
- O=C(NN1C(=O)C2C3CCC(O3)C2C1=O)c1ccc(Br)o1 (stereo unspecified)
  -2%, 52%, -2%, 1%, 1%, -8, -2%, 17%, -14%
- O=C(NC(=S)NNC(=O)c1ccccc1O)c1cccs1
  -5%, 22%, 1%, -15%, -5%, 3, -3%, -18%, -2%
- CCSc1nnc(-c2ccncc2)o1
  -3%, 3%, -3%, 1%, -1%, -5, -2%, 8%, 0%
- CC1=NNC(=O)/C1=C\c1cn(-c2ccccc2)nc1-c1ccccc1
  -15%, 9%, -12%, -3%, -20%, -2, 21%, u, -13%
- CCN1C(=O)[C@H]2[C@@H](c3ccc(-c4ccc(C(C)=O)cc4)cc3)N[C@@](Cc3ccccc3)(C(=O)OC)[C@H]2C1=O
  x, x, -1%, -11%, 9%, 3, 7%, -31%, x
- N#C/C(=C\N1CCN(Cc2ccc3c(c2)OCO3)CC1)c1nc2ccccc2s1
  -10%, -10%, 2%, 0%, -10%, -2, -4%, -4%, -10%

2 compounds from above with just Anesthetic bind, APE1 inh and GRP78 ERSR act.
structure	Anesthetic bind	APE1 inh	GRP78 ERSR act
CC1=NNC(=O)/C1=C\c1cn(-c2ccccc2)nc1-c1ccccc1	-15%	21%	-12%
CCN1C(=O)[C@H]2[C@@H](c3ccc(-c4ccc(C(C)=O)cc4)cc3)N[C@@](Cc3ccccc3)(C(=O)OC)[C@H]2C1=O	x	7%	-1%

The list continues:
Every second line gives: Anesthetic bind, POLB inh, GRP78 ERSR act, POLH inh, POLK inh, LDHA inh, APE1 inh, POLI inh, BLM helicase inh
- O=C1CCc2cc(NS(=O)(=O)c3ccc(F)cc3)cc3c2N1CCC3
  x, x, -2%, -19%, -6%, -4, 6%, 28%, x
- COc1cc(C(=O)Nc2ccncc2)c([N+](=O)[O-])cc1OC
  3%, 14%, -4%, -8%, 2%, -6, -5%, 23%, -6%
- CCOc1cc(Br)c(CC(=O)O)cc1OCC
  2%, -29%, -1%, -1%, -8%, -1, 13%, -4%, -4%
- CC(=O)N/N=C\c1ccccc1OC/C=C/c1ccccc1
  -9%, u, 6%, -5%, -1%, -10, 63%[activator], 12%, -10%
- COc1cc(/C=N/NC(=O)CCN2CCN(C(c3ccccc3)c3ccccc3)CC2)ccc1O
  -8%, 0%[57.1 µM], -4%, -9%, -5%, 2, -7%, 9%, -3%
- Cc1cc2cc(CNC(=O)Cc3cccs3)ccc2n1C
  -10%, u, -2%, -4%, -3%, 1, -1%, 9%, -6%
- S=C(NCc1ccco1)Nc1cc(Cl)c(Cl)cc1Cl
  -14%, -16%, -1%, -5%, -3%, -8, -1%, 15%, -3%
- Cc1cccc(NC(=O)CSc2nc(=O)n(Cc3cccnc3)c3c2CCC3)c1
  -17%, 6%, -2%, -6%, -12%[60.1 µM], -4, x, 8%, 0%
- C/C(=N\NC(=O)c1cccc(Br)c1)c1cccnc1
  -22%, 34%, 1%, 11%, -3%, -6, 34%[activator], 10%, 0%
- CC1CCCCC12NC(=O)N(CC(=O)NCCc1c[nH]c3ccccc13)C2=O (stereo unspecified)
  x, x, -1%, 0%, 6%, 1, 2%, -6%, x
- O=c1[nH]c2cc3c(cc2cc1CN(Cc1cccnc1)C(=S)NCc1ccco1)OCO3
  -6%, -3%, -3%, -8%, -1%, 0, -9%, 108%[activator], -1%
- CCn1c(SCC(=O)c2ccccc2)nnc1-c1cccnc1
  -8%, 18%, 1%, -1%, -3%, -1, 1%, -9%, -3%
- CCOC(=O)c1c(C)[nH]c(C)c1S(=O)(=O)N1CCCC(C(=O)Nc2cc(C)ccc2C)C1 (stereo unspecified)
  1%, -2%, -2%, -22%, 0%, -4, x, 33%[activator], -2%
- CC1(C)Cc2c(sc(NC(=O)COc3ccccc3)c2C#N)C(C)(C)N1
  -6%, 6%, -5%, -18%, -2%, -7, 2%, 154%[activator], 1%
- COc1cc(OC)c(NC(=O)c2c3c(nc4ccccc24)C(=O)N(C2CCCCC2)C3)cc1Cl
  -10%, -12%, -2%, -16%, 0%, -1, x, 12%, 0%
- CCOC(=O)C1=C(C)NC2=C(C(=O)c3ccccc32)C1c1ccc([N+](=O)[O-])o1 (stereo unspecified)
  -13%, -11%, -2%, -8%, -8%, -10, 3%, 100%[activator], -8%
- O=C(NCc1cccc(F)c1)c1ccc(CS(=O)c2ccccc2Cl)o1 (stereo unspecified)
  -11%, 22%, -1%, -19%, 3%, 3, x, 48%[activator], -6%
- Cc1ccc(NC(=O)C2CCN(S(=O)(=O)c3cccs3)CC2)cc1
  -23%&-3%, -23%&5%, -7%&2%, -13%&-15%, -5%&-19%, -4&0, 3%, -2%&-22%, -3%&-3%
- CN(C(=O)COC(=O)c1ccc(Cl)c(S(=O)(=O)N2CCCCCC2)c1)C1CCS(=O)(=O)C1 (stereo unspecified)
  x, x, -5%, -20%, -3%, -3, 29%, 22%, x
- O=C(C(Cl)c1ccccc1)N1CCOCC1 (stereo unspecified)
  -5%, 42%, -4%, -13%, -7%, -9, 80%[activator], -2%, -4%
- O=C(CCN1CCOCC1)c1ccc2c(c1)OCCO2
  -8%, 19%, -14%, -14%, -1%, -1, -5%, 5%, 4%
- CCOC(=O)/C=C/C(=O)Nc1ccc(S(=O)(=O)Nc2cc(C)on2)cc1
  -6%, u, 0%, -14%, -1%, -14, 14%, u, -4%
- Cc1ccc(Nc2sc(C(=O)c3ccccc3)c(N)c2C(=O)NC(C)C)cc1
  -6%, -1%, 0%, -22%, 0%[60.1 µM], -2, x, 20%, -1%
- CCOC(=O)c1c(NC(C)=O)c2c3c(sc2n1Cc1ccc(Cl)cc1)CCCC3
  2%, 23%, x, x, 12%, 0, x, 35%, -4%
- CC(=O)C1=C(O)C(=O)N(c2ccc(S(N)(=O)=O)cc2)C1c1ccc([N+](=O)[O-])cc1 (stereo unspecified)
  -7%, -1%, -6%, -5%, 7%, -5, 14%, -6%, -4%
- O=C(NNC(=S)NCc1ccco1)c1ccccc1Br
  -4%, 25%, -2%, -8%, -6%, -1, 14%, -14%, 3%
- COCCCNC(=S)Nc1ccc2nc3n(c(=O)c2c1)CCCCC3
  -7%, -15%, -3%, -7%, -5%, -1, -5%, 9%, -4%

A portion of the library (hit frequency here may not be typical).
